Assay outcomes (PubChem)
yeast bub3: NCI yeast anticancer drug screen, S. cerevisiae bub3 mutant strain | growth inhibition, % at 50 µM | hit rate 9.9% among 78,000 | AID 167;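 further: 0% = growth of vehicle-only cultures of the same strain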
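Compounds were applied to a genetically altered yeast strain carrying a cell-cycle control defect. Growth inhibition was scored against vehicle-treated controls.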
rad50: NCI yeast anticancer drug screen, S. cerevisiae rad50 strain | growth inhibition, % at 50 µM | hit rate 10% among 79,000;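 further: 0% = growth of vehicle-only cultures of the same strain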
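Yeast carrying a defined DNA repair defect were exposed to test compounds, and growth was compared with vehicle-treated controls to give percent inhibition.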
mlh1 rad18: NCI yeast anticancer drug screen, S. cerevisiae mlh1 rad18 strain | % growth inhibition at 50 µM | hit rate 11% among 79,000 | AID 175;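 further: 0% = growth of vehicle-only cultures of the same strain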
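Compound-treated yeast growth, normalised to vehicle controls. Strain bears defined DNA repair mutations.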
mec2-1: NCI yeast anticancer drug screen, S. cerevisiae mec2-1 strain | AID 157 | hit rate 9% among 79,000 | % growth inhibition at 50 µM;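 further: 0% = growth of vehicle-only cultures of the same strain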
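Using mec2-1 yeast: add compound, measure growth, express inhibition versus vehicle-treated cultures.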
cln2 rad14: NCI yeast anticancer drug screen, S. cerevisiae cln2 rad14 strain; hit rate 8.3% among 78,000; % growth inhibition at 50 µM;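 further: 0% = growth of vehicle-only cultures of the same strain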
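Each compound was tested on cln2 rad14 yeast. Inhibition of growth was calculated against vehicle-exposed controls.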
yeast sgs1 mgt1: NCI yeast anticancer drug screen, S. cerevisiae sgs1 mgt1 strain; hit rate 10% among 78,000; growth inhibition, % at 50 µM; AID 161;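 further: 0% = growth of vehicle-only cultures of the same strain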
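Percent growth inhibition was derived by comparing compound-exposed mutant yeast with vehicle-exposed cultures. The strain carries alterations in DNA damage repair.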
* hit, by the source's call; & = joins results of further samples. No stated cut-off is given here; in the data, active means growth inhibition above about 70%; inactive means the rest.

Screening Cc1ccc([Si]23OC(C)CN(CC(C)O2)CC(C)O3)cc1 (configuration not stated) returned yeast bub3 16, rad50 23, mlh1 rad18 38, mec2-1 0, cln2 rad14 27 and yeast sgs1 mgt1 28.
Screening O=C(Nc1ccc(Br)cc1)Oc1ccccc1C(=O)Nc1ccccc1 returned yeast bub3 90*, rad50 79*, mlh1 rad18 98*, mec2-1 70*, cln2 rad14 54 and yeast sgs1 mgt1 91*.
Cc1ccc(S(=O)c2cccs2)cc1 (configuration not stated) was read as yeast bub3 -18, rad50 2, mlh1 rad18 -29, mec2-1 -28, cln2 rad14 -39 and yeast sgs1 mgt1 -49.
For CCSC(=NC)Nc1ccc(Oc2ccc(Cl)cc2)cc1 the results were yeast bub3 88*, rad50 82*, mlh1 rad18 82*, mec2-1 68, cln2 rad14 71* and yeast sgs1 mgt1 92*.
Screening O=C(c1ccc(Br)cc1)C1CC1 returned yeast bub3 -4, rad50 7, mlh1 rad18 10, mec2-1 3, cln2 rad14 -5 and yeast sgs1 mgt1 4.
Screening CCCCCCCCOC(=O)Nc1ccc(S(=O)(=O)N(CCC)CCC)cc1 returned yeast bub3 2, rad50 44, mlh1 rad18 35, mec2-1 14, cln2 rad14 27 and yeast sgs1 mgt1 36.
OC(CC(O)(C(F)(F)F)C(F)(F)F)c1ccc(C(O)CC(O)(C(F)(F)F)C(F)(F)F)cc1 (configuration not stated) was read as yeast bub3 99*, rad50 99*, mlh1 rad18 99*, mec2-1 99*, cln2 rad14 99* and yeast sgs1 mgt1 99*.
`CC(=O)NC(CCC(C)(C)SCc1ccccc1)C(=O)O` (configuration not stated) gave yeast bub3 3, rad50 -12, mlh1 rad18 -6, mec2-1 3, cln2 rad14 -5 and yeast sgs1 mgt1 -16.
Screening Cc1cc(C)nc(NS(=O)(=O)c2ccc(NC(=O)NC(F)(F)F)cc2)n1 returned yeast bub3 27, rad50 -41, mlh1 rad18 -24, mec2-1 -30, cln2 rad14 16 and yeast sgs1 mgt1 -63.
For COC(=O)C1=C(C)N(NC(=O)c2ccccc2)C2(O)CCCC(=O)C12C (configuration not stated) the results were yeast bub3 -6, rad50 20, mlh1 rad18 24, mec2-1 2, cln2 rad14 -30 and yeast sgs1 mgt1 18.
For CC(=O)Nc1cc(C)cc(Br)c1 the results were yeast bub3 2, rad50 -7, mlh1 rad18 -10, mec2-1 -4, cln2 rad14 9 and yeast sgs1 mgt1 -10.
c1ccc2c(-c3ccncc3)c3ccccc3cc2c1 was read as yeast bub3 6, rad50 21, mlh1 rad18 20, mec2-1 3, cln2 rad14 0 and yeast sgs1 mgt1 9.
`COc1ccc(C=O)cc1S(=O)(=O)O` gave yeast bub3 -26, rad50 -1, mlh1 rad18 -13, mec2-1 18, cln2 rad14 -50 and yeast sgs1 mgt1 -18.
COc1cc(Cl)ccc1NC(=O)Oc1ccc(C=O)cc1OC was read as yeast bub3 18, rad50 4, mlh1 rad18 11, mec2-1 10, cln2 rad14 10 and yeast sgs1 mgt1 7.
`N#Cc1c(-c2ccccc2)ssc1=S` gave yeast bub3 12, rad50 31, mlh1 rad18 13, mec2-1 25, cln2 rad14 -21 and yeast sgs1 mgt1 50.
For O=c1oc2cccnc2n1CCN1CCN(c2ccc(Oc3ccccc3)cc2)CC1 the results were yeast bub3 50, rad50 38, mlh1 rad18 46, mec2-1 23, cln2 rad14 42 and yeast sgs1 mgt1 61.
CSCCC(NC(C)=O)C(=O)O (configuration not stated) was read as yeast bub3 -5, rad50 6, mlh1 rad18 -8, mec2-1 2, cln2 rad14 -4 and yeast sgs1 mgt1 -14.
`O=S(=O)(O)Nc1ccccc1` gave yeast bub3 -6, rad50 9, mlh1 rad18 2, mec2-1 3, cln2 rad14 -17 and yeast sgs1 mgt1 -1.
`CN(C)CCC(OC(=O)c1ccccc1Cl)c1ccccc1` (configuration not stated) gave yeast bub3 9, rad50 -7, mlh1 rad18 13, mec2-1 10, cln2 rad14 17 and yeast sgs1 mgt1 14.
Screening COc1cccc(CC(=O)C(=O)O)c1 returned yeast bub3 -28, rad50 1, mlh1 rad18 5, mec2-1 6, cln2 rad14 -38 and yeast sgs1 mgt1 4.
`COc1ccc(C(=O)/C(Br)=C\C(=O)O)cc1` gave yeast bub3 24, rad50 17, mlh1 rad18 7, mec2-1 24, cln2 rad14 29 and yeast sgs1 mgt1 5.
`CCOC(=O)/C(C)=C\c1ccc(OC)c(OC)c1` gave yeast bub3 18, rad50 -2, mlh1 rad18 19, mec2-1 -11, cln2 rad14 -34 and yeast sgs1 mgt1 26.
COCC(O)CN1CCN(c2ccccc2OC)CC1 (configuration not stated) was read as yeast bub3 26, rad50 -16, mlh1 rad18 -13, mec2-1 -17, cln2 rad14 -14 and yeast sgs1 mgt1 -7.
For OC12CC/C(=N/OCc3ccccc3)CC1c1ccccc12 (configuration not stated) the results were yeast bub3 -36, rad50 11, mlh1 rad18 0, mec2-1 -23, cln2 rad14 -16 and yeast sgs1 mgt1 -30.
CC1(C)N/C(=C\C=O)C(C)(C)N1O was read as yeast bub3 11, rad50 -21, mlh1 rad18 18, mec2-1 14, cln2 rad14 25 and yeast sgs1 mgt1 21.
Screening CN(C)CSC1=NCCS1 returned yeast bub3 38, rad50 26, mlh1 rad18 29, mec2-1 6, cln2 rad14 24 and yeast sgs1 mgt1 21.
`O=c1c2ccccc2sc2c1c(N(CCO)CCO)cc1ccccc12` gave yeast bub3 97*, rad50 97*, mlh1 rad18 98*, mec2-1 96*, cln2 rad14 96* and yeast sgs1 mgt1 98*.
`c1cc(CSSCc2ccncc2)ccn1` gave yeast bub3 -28, rad50 -15, mlh1 rad18 5, mec2-1 3, cln2 rad14 -13 and yeast sgs1 mgt1 -19.
CC(C)C(=O)OC1c2cc(OCCN(C)C)ccc2CC1C (configuration not stated) was read as yeast bub3 -6, rad50 -11, mlh1 rad18 -34, mec2-1 -7, cln2 rad14 -28 and yeast sgs1 mgt1 -8.
`COC(=O)C([NH-])c1ccccc1.COC(=O)C([NH-])c1ccccc1.[Cl][Pt+2][Cl]` (configuration not stated) gave yeast bub3 30, rad50 69, mlh1 rad18 77*, mec2-1 47, cln2 rad14 58 and yeast sgs1 mgt1 76*.

For convenience, 9 of the compounds above:
`CCOC(=O)/C(C)=C\c1ccc(OC)c(OC)c1` gave yeast bub3 18, rad50 -2, mlh1 rad18 19, mec2-1 -11, cln2 rad14 -34 and yeast sgs1 mgt1 26.
COCC(O)CN1CCN(c2ccccc2OC)CC1 (configuration not stated) was read as yeast bub3 26, rad50 -16, mlh1 rad18 -13, mec2-1 -17, cln2 rad14 -14 and yeast sgs1 mgt1 -7.
For OC12CC/C(=N/OCc3ccccc3)CC1c1ccccc12 (configuration not stated) the results were yeast bub3 -36, rad50 11, mlh1 rad18 0, mec2-1 -23, cln2 rad14 -16 and yeast sgs1 mgt1 -30.
CC1(C)N/C(=C\C=O)C(C)(C)N1O was read as yeast bub3 11, rad50 -21, mlh1 rad18 18, mec2-1 14, cln2 rad14 25 and yeast sgs1 mgt1 21.
Screening CN(C)CSC1=NCCS1 returned yeast bub3 38, rad50 26, mlh1 rad18 29, mec2-1 6, cln2 rad14 24 and yeast sgs1 mgt1 21.
`O=c1c2ccccc2sc2c1c(N(CCO)CCO)cc1ccccc12` gave yeast bub3 97*, rad50 97*, mlh1 rad18 98*, mec2-1 96*, cln2 rad14 96* and yeast sgs1 mgt1 98*.
`c1cc(CSSCc2ccncc2)ccn1` gave yeast bub3 -28, rad50 -15, mlh1 rad18 5, mec2-1 3, cln2 rad14 -13 and yeast sgs1 mgt1 -19.
CC(C)C(=O)OC1c2cc(OCCN(C)C)ccc2CC1C (configuration not stated) was read as yeast bub3 -6, rad50 -11, mlh1 rad18 -34, mec2-1 -7, cln2 rad14 -28 and yeast sgs1 mgt1 -8.
`COC(=O)C([NH-])c1ccccc1.COC(=O)C([NH-])c1ccccc1.[Cl][Pt+2][Cl]` (configuration not stated) gave yeast bub3 30, rad50 69, mlh1 rad18 77*, mec2-1 47, cln2 rad14 58 and yeast sgs1 mgt1 76*.

(cont.)
CC(=O)OC1CCC2(C)C(=CCC3C2CCC2(C)C3CC(C(N)=O)C2C(C)=O)C1 (configuration not stated) was read as yeast bub3 7, rad50 49, mlh1 rad18 59, mec2-1 15, cln2 rad14 62 and yeast sgs1 mgt1 77*.
`CN(/N=C/c1cccc2cccnc12)c1ccccc1` gave yeast bub3 15, rad50 9, mlh1 rad18 17, mec2-1 6, cln2 rad14 29 and yeast sgs1 mgt1 0.
Screening O=C1c2ccccc2C(=O)N1[C@@H](Cc1ccccc1)C(=O)n1cccc1CO returned yeast bub3 29, rad50 15, mlh1 rad18 11, mec2-1 21, cln2 rad14 26 and yeast sgs1 mgt1 21.
Cc1[nH]c2ccc(-c3ccccc3)cc2c1CC(=O)OC(C)C was read as yeast bub3 98*, rad50 97*, mlh1 rad18 98*, mec2-1 98*, cln2 rad14 98* and yeast sgs1 mgt1 98*.
Screening CC(=O)CC(=O)Nc1cccc(Cl)c1C returned yeast bub3 32, rad50 26, mlh1 rad18 29, mec2-1 37, cln2 rad14 12 and yeast sgs1 mgt1 38.
Screening O=C1/C(=N/O)Cc2ccccc21 returned yeast bub3 3&0, rad50 2&31, mlh1 rad18 0&27, mec2-1 4&-3, cln2 rad14 -12&4 and yeast sgs1 mgt1 -3&31.
O=C1C=CC(=O)N1c1ccc2c(c1)OCO2 was read as yeast bub3 99*, rad50 99*, mlh1 rad18 99*, mec2-1 98*, cln2 rad14 99* and yeast sgs1 mgt1 99*.
Screening CCCc1cc(C(=O)N/N=C/c2ccc([N+](=O)[O-])cc2)c2ccccc2n1 returned yeast bub3 10, rad50 -28, mlh1 rad18 -3, mec2-1 -3, cln2 rad14 -40 and yeast sgs1 mgt1 0.
Oc1cc2c3c(c1)CCCN3CCC2 was read as yeast bub3 -10, rad50 -15, mlh1 rad18 -14, mec2-1 -48, cln2 rad14 -14 and yeast sgs1 mgt1 -13.
For COC(=O)c1ccccc1NC(=O)CCC(=O)Nc1ccccc1C(=O)OC the results were yeast bub3 -2, rad50 -6, mlh1 rad18 3, mec2-1 4, cln2 rad14 -16 and yeast sgs1 mgt1 -6.
For C/C=C(\C)COC(=O)c1ccc([N+](=O)[O-])cc1 the results were yeast bub3 9, rad50 -5, mlh1 rad18 3, mec2-1 -11, cln2 rad14 -5 and yeast sgs1 mgt1 -17.
Screening OC1(Cc2ccccc2)CCNCC1 returned yeast bub3 -51, rad50 -44, mlh1 rad18 -17, mec2-1 -66, cln2 rad14 -13 and yeast sgs1 mgt1 -38.
Screening Cc1cc(Br)ccc1S(=O)(=O)c1ccccc1 returned yeast bub3 19, rad50 1, mlh1 rad18 31, mec2-1 1, cln2 rad14 -37 and yeast sgs1 mgt1 -6.
For Cn1c(N)c(NC(=O)CCl)c(=O)n(C)c1=O the results were yeast bub3 -2, rad50 16, mlh1 rad18 17, mec2-1 -6, cln2 rad14 13 and yeast sgs1 mgt1 -17.
For CC(C)CC(NC(=O)OC(C)(C)C)C(=O)NC(CCC(=O)OCc1ccc([N+](=O)[O-])cc1)C(=O)OCc1ccc([N+](=O)[O-])cc1 (configuration not stated) the results were yeast bub3 -10, rad50 -9, mlh1 rad18 8, mec2-1 -26, cln2 rad14 4 and yeast sgs1 mgt1 -4.
`NS(=O)(=O)c1ccc(NC(=O)Cc2nc3ccccc3s2)cc1` gave yeast bub3 92*, rad50 91*, mlh1 rad18 91*, mec2-1 91*, cln2 rad14 91* and yeast sgs1 mgt1 93*.
Screening COc1ccc(OC)c2cc3c(cc12)C(=O)c1ccccc1C3=O returned yeast bub3 95*, rad50 11, mlh1 rad18 47, mec2-1 70*, cln2 rad14 91* and yeast sgs1 mgt1 25.
For CC(=O)OCc1cc(Cl)c(OC(C)=O)c(COC(C)=O)c1 the results were yeast bub3 -9, rad50 8, mlh1 rad18 4, mec2-1 -10, cln2 rad14 20 and yeast sgs1 mgt1 9.
For Cc1ccc(C(=O)/C([S-])=C(\Nc2cccc(Cl)c2)[n+]2ccccc2)cc1 the results were yeast bub3 2, rad50 21, mlh1 rad18 -3, mec2-1 -20, cln2 rad14 8 and yeast sgs1 mgt1 18.
Screening OCc1ccnc2ccccc12 returned yeast bub3 9, rad50 15, mlh1 rad18 22, mec2-1 -22, cln2 rad14 16 and yeast sgs1 mgt1 23.
For CN=S(=O)(OCCCCCCCCCOS(=O)(=NC)c1ccc(C)cc1)c1ccc(C)cc1 (configuration not stated) the results were yeast bub3 -35, rad50 42, mlh1 rad18 -81, mec2-1 70*, cln2 rad14 -6 and yeast sgs1 mgt1 20.

This is a random part of the collection (roughly 14% active in at least one column).
